A3A deaminase – inhibitors of human APOBEC3A DNA deaminase | 0.41% of 330,000 active | recombinant A3A, FAM/TAMRA ssDNA deamination fluorescence | inhibition, % at 20 µM;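 active = at least 40% inhibition at 20 µM here, with at most 30% in a related deaminase screen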;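 note: plate controls were A3A with DMSO for no effect and wells lacking A3A enzyme for full effect; some results filed as inactive read as strong as hits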
Target sequence (P31941 whole entry, looked up): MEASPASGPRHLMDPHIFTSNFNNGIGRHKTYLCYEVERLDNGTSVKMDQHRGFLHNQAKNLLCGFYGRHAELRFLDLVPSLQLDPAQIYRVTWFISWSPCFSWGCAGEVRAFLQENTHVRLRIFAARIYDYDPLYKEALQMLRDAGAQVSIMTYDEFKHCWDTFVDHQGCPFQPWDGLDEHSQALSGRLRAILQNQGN
mIAP act – increases mouse intestinal alkaline phosphatase activity. muIAP, CDP-Star luminescence, 30 min; hits give high values; 1 = vehicle-only enzyme signal, 0 = enzyme-free wells. activation factor at 10 µM. 0.24% of 330,000 active. AID 2805;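 active = activation factor of at least 2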; note: the source names both 10 and 20 µM as test concentration; values of inactives mirror those of a sister screen read the other way
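Assay system: mouse IAP enzyme; Reagent: CDP-Star chemiluminescent phosphatase substrate; Compound: DMSO-dissolved test compounds; Incubation: 30 min, room temperature; Technique: luminescence from enzymatic CDP-Star hydrolysis; Controls: DMSO-only wells and no-enzyme negative control.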
APOBEC3G inh – inhibitors of human APOBEC3G DNA deaminase; Q9HC16; recombinant A3G, ssDNA deamination FAM/TAMRA fluorescence; inhibition, % at 20 µM; 0.28% of 330,000 active;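 active = inhibition of at least 40% at 20 µM, with no more than 30% in the related APOBEC3A deaminase screen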;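 note: plate controls were DMSO wells with A3G for no effect and wells lacking A3G enzyme for full effect; some compounds called inactive have numbers as strong as hits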
Target sequence (Q9HC16 whole entry, looked up): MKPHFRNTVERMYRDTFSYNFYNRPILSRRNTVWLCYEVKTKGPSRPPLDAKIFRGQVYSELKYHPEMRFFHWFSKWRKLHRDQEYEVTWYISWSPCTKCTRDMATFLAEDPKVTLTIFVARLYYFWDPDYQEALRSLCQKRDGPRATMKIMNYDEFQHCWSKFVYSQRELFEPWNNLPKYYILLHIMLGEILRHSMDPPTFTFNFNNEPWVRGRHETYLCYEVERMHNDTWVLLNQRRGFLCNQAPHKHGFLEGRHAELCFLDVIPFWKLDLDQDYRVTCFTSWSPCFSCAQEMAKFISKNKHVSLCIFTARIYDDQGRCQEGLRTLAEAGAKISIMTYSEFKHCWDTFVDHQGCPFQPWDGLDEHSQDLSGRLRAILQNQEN
hIAP inh – blocks human intestinal alkaline phosphatase; P09923; purified IAP, CDP-Star luminescence, 30 min; inhibition, % at 10 µM; 0.12% of 330,000 active; AID 2544;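 active = inhibition reaching a set limit with compound at 10 µM in the primary screen, cut at about 35% in these data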;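 note: plate controls were DMSO wells with enzyme for no effect and no-enzyme buffer wells for full effect; values of inactives mirror those of a sister screen read the other way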
ATG4B inh – ATG4B (human) cysteine protease inhibition | ATG4B cleavage of LC3-PLA2, NBD-HPC fluorescence, 1 h | inhibition, % at 8.33 µM | Q9Y4P1 | 0.51% of 340,000 active; in the data active = inhibition above about 40%
Target sequence (Q9Y4P1 whole entry, looked up): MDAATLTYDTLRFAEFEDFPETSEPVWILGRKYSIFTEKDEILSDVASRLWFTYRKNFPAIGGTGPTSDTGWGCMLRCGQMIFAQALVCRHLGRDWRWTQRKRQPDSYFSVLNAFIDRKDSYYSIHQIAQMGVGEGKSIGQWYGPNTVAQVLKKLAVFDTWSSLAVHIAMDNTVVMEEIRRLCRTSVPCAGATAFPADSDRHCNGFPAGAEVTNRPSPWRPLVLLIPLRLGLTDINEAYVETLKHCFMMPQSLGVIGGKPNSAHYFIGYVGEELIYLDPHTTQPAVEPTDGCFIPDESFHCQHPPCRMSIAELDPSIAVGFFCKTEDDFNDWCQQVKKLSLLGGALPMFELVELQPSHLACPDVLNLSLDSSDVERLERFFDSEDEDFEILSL
beta cell repl – inducers of beta-cell replication in MIN6 cells; AID 2380; 0.29% of 330,000 active; MIN6 cells proliferation, ATPlite luminescence, 48 h; cells starved in 0.2% serum; 100% = growth in 10% serum; proliferation, % at 10 µM;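 active = compounds whose signal lies at least 3.5 SD above the mean of all wells on their plate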;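 note: 0% = DMSO-treated cells in low-serum medium and 100% = 10% serum control; some compounds called inactive have numbers as strong as hits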
MPTP block – inhibitors of mitochondrial permeability transition pore. inhibition, % at 10 µM. 1.4% of 360,000 active. isolated mouse mitochondria, Ca2+ swelling absorbance, 30 min;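 active = inhibition of 50% or more, scaled per plate between neutral and stimulator controls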;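 note: 0% = DMSO wells given calcium and 100% = 1 mM EGTA wells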
mIAP block – blocks mouse intestinal alkaline phosphatase; purified mouse IAP, CDP-Star luminescence, 30 min; inhibition, % at 10 µM; 0.2% of 330,000 active;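 active = inhibition of at least 40% at 10 µM in the primary screen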;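 note: plate controls were DMSO with enzyme for no effect and no enzyme wells for full effect; values of inactives mirror those of a sister screen read the other way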
hIAP act – human IAP activation; P09923; purified human IAP, CDP-Star luminescence, 30 min; hits give high values; 1 = vehicle-only enzyme, 0 = enzyme-free background; activation factor at 10 µM; 0.16% of 330,000 active; AID 2524;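 active = activation factor of the enzyme at least 2-fold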; note: the source names both 10 and 20 µM as test concentration; values of inactives mirror those of a sister screen read the other way
* hit, by the source's call; . = not tested or not shown.

SMILES	A3A deaminase	mIAP act	APOBEC3G inh	hIAP inh	ATG4B inh	beta cell repl	MPTP block	mIAP block	hIAP act
COc1cc2c(cc1OC)CN(Cc1cc(OC)c3c(c1)OCO3)CC2	1	0.94	-5	6	2	4	1.3	6	0.94
CCOC(=O)c1nnn(-c2nonc2N)c1CSc1ccc(C)cc1	1	1	9	-19	-3	-1	1.1	-1	1.2
c1cncc(CNc2c3c(nc4nnnn24)CCCC3)c1	0	1.1	-3	-2	-11	0	-0.4	-6	1
COC/C=C/C1=CC2=CC(=O)C(C)(OC(=O)c3cnc4ccccc4n3)C(=O)C2=CN1CCc1ccccn1 (configuration not stated)	13	0.94	1	5	.	-4	.	6	0.95
COc1ccc(C(=O)CSc2nc(N)nc(SC)c2C#N)cc1	0	0.99	-4	10	-1	2	3.2	1	0.9
CCN(CC)C(=O)C1CCCN(C(=S)Nc2cccc3ccccc23)C1 (configuration not stated)	-1	1	-3	-1	-2	-2	0.4	-2	1
Cc1nc2ccccc2c(=O)n1/N=C/c1ccccn1	0	1	-2	-60	-8	-4	-3.8	0	1.6
Nc1cc(=O)[nH]c(SCC(=O)N2CCCCC2)n1	-1	0.87	0	4	0	-2	0.1	13	0.96
COc1ccc(C2CC(c3ccccc3)=NN2S(=O)(=O)c2ccccc2)cc1 (configuration not stated)	3	0.89	1	2	-4	-4	2.1	11	0.98
COc1ccc(-n2c(O)c(/C=N/NS(=O)(=O)c3cccc([N+](=O)[O-])c3)c3ccccc3c2=O)cc1OC	-2	0.94	-6	-1	6	-2	5.0	6	1
CN(C)CCCOC(=O)c1ccc(Cl)cc1Cl	0	1	2	6	-4	-2	-1.0	0	0.94
O=C(Nc1nc2c(s1)CCc1ccccc1-2)c1cccs1	-2	0.93	-5	21	12	-6	4.0	7	0.79
O=C(/C=C/c1ccc(F)cc1)c1cc(Br)ccc1O	0	0.94	0	-2	0	-6	4.0	6	1
O=C(c1ccco1)N1C(=O)c2cccc3c(S(=O)(=O)N4CCCC4)ccc1c23	3	0.99	1	-38	0	-2	-1.8	0	1.4
Cc1ccc(-n2c(SCC(=O)N3CCOCC3)nc(O)c(Cc3ccccc3)c2=O)cc1	-2	0.96	1	2	2	-7	-1.7	4	0.98
COc1ccccc1C(CNC(=O)COc1cc(C)ccc1Cl)N1CCCC1 (configuration not stated)	-5	0.92	-7	-4	-1	1	-1.6	8	1
Cc1ccc(NC(=O)CSCC(=O)NC2=NCCS2)cc1	-3	0.99	-2	-6	-3	-2	-0.4	1	1.1
Cn1c(=O)c2c(nc(Br)n2Cc2ccccc2Cl)n(C)c1=O	-6	1.1	-5	-3	-2	-2	1.0	-7	1
O=C(COc1cccc(C(F)(F)F)c1)NCC(c1cccs1)N1CCOCC1 (configuration not stated)	0	0.95	-5	3	-2	-2	-2.1	5	0.97
COc1cccc(NC(=S)NCc2ccccn2)c1	-3	1.1	-5	-12	5	-2	-1.6	-9	1.1
O=C1CC2(CCCC2)Oc2ccc(Cl)cc21	1	1	3	9	5	0	2.2	-2	0.91
COc1ccc(S(=O)(=O)NC2CCCCC2)c(C)c1C	-1	1	-5	-3	1	-3	-0.5	-2	1
Cc1sc2ncnc(NCCCN3CCCC3=O)c2c1C	1	1.1	-11	-1	-7	-3	1.4	-10	1
O=C(NCCc1c[nH]c2ccccc12)c1c(Cl)nc2sccn12	-10	0.9	-4	-15	7	-1	1.1	10	1.2
COc1ccc(N2C(C)=CS/C2=C(/C#N)c2nnc(N3CCOCC3)n2-c2ccccc2)cc1	-1	0.93	-3	8	-1	-2	0.1	7	0.92
CCn1cc(C(=O)NCCc2ccc(OC)cc2)c(=O)c2ccc(C)nc21	-1	0.93	-11	0	-1	1	0.5	7	1
CC(C(=O)N(C)C1CCS(=O)(=O)C1)N1C(=O)/C(=C/c2ccco2)SC1=S (configuration not stated)	24	0.6	1	-7	-9	0	-0.2	40*	1.1
CN(C)/C=N/n1cnc2ccccc2c1=O	2	1	3	1	-2	-3	2.5	0	0.99
O=C(Nc1ccc(S(=O)(=O)N2CCCCC2)cc1)c1ccc(CN2CCOCC2)cc1	-1	0.94	1	0	-17	-3	-1.3	6	1
CCn1c2ccccc2c2cc(NC(=O)COC(=O)c3ccc(NC(=O)CC#N)cc3)ccc21	5	0.92	1	-10	-14	-1	-2.0	8	1.1
O=C(NCc1cccc(Cl)c1)c1cnn2c1NC(c1ccco1)CC2C(F)(F)F (configuration not stated)	0	0.9	-3	12	11	-2	-1.7	10	0.89
O=C(CSCCc1ccccn1)Nc1ccccn1	-1	1	-2	-2	-2	-1	-8.0	-4	1
COc1cc(OC)c(NS(=O)(=O)c2c(C(=O)N3CCCCC3)c(C)n(C)c2C)cc1Cl	1	0.99	4	-14	-8	-3	0.3	1	1.1
CC1=C(C)CC2C(=O)N(c3cccc4ccccc34)C(=O)C2C1 (configuration not stated)	-2	1.1	-4	-3	-1	1	0.0	-7	1
Cc1cc(C)c2c(C)nn(C3CCCCC3)c2n1	0	1	-6	6	-1	1	-0.8	-5	0.94
COCCn1c(SCC(=O)NC2CC2)nc2ccccc21	-1	1	-7	-21	2	-1	-2.1	-3	1.2
COCCN(Cc1ccccc1)C(=S)Nc1ccc(Cl)cc1	-1	0.97	-11	0	-2	-2	0.8	3	1
Cc1cc(C)n(CCCNC(=O)CN(C)S(=O)(=O)c2ccc(Cl)cc2)n1	-4	1	-11	-11	1	1	-0.2	-2	1.1
Cc1cccc(NCC(=O)N/N=C\c2cccc(Oc3ccccc3)c2)c1	-5	0.96	-7	-9	4	-6	9.9	4	1.1
N=C(N)c1ccc(O)cc1	-2	0.9	-5	4	5	3	-0.1	10	0.96
CC(Oc1ccc(Cl)cc1Cl)c1ccnc(N)n1 (configuration not stated)	-1	0.89	-4	14	-5	-4	-1.9	11	0.86
Cc1ccc(CN2CCNC(=O)C2CC(=O)O)o1 (configuration not stated)	-2	0.96	3	-8	0	-4	-1.1	4	1.1
CC(=O)c1ccc(NC(=O)CN2C(=O)NC(C)(c3ccc4c(c3)OCCO4)C2=O)cc1 (configuration not stated)	-3	1.1	4	-10	0	-5	-0.4	-11	1.1
Cc1ccc(OCC(=O)Nc2ccc(NC(=O)c3cccs3)cc2)c(C)c1	-1	0.88	-6	3	-3	0	1.1	12	0.97
COC(=O)c1ccc(OC)c(OC)c1Cl	-2	1	-5	-8	-4	0	1.9	0	1.1
O=C(CSc1n[nH]c(-c2ccccn2)n1)Nc1cccc(Cl)c1	2	0.87	-1	-8	1	-7	-0.9	13	1.1
Cc1ccc(-c2cn3nc(-c4ccccc4)c(-c4ccccc4)nc3n2)cc1	-2	1.3	-9	-10	-6	-2	0.7	-26	1.1
Cc1nccn1CC(=O)N/N=C/c1cccs1	3	1	1	5	15	-3	1.8	-5	0.95
O=C(O)Cc1ccc(NCc2ccccc2Cl)cc1	-5	1.1	-12	1	1	2	0.3	-11	0.99
COc1cccc(/C=C2\SC(=S)N(CCCC(=O)N3CCCC3)C2=O)c1	0	0.88	-3	-29	-4	-4	0.3	12	1.3

Complete entries as entered above:
`CCOC(=O)c1nnn(-c2nonc2N)c1CSc1ccc(C)cc1` as listed: A3A deaminase: 1; mIAP act: 1; APOBEC3G inh: 9; hIAP inh: -19; ATG4B inh: -3; beta cell repl: -1; MPTP block: 1.1; mIAP block: -1; hIAP act: 1.2
`COC(=O)c1ccc(OC)c(OC)c1Cl` as listed: A3A deaminase: -2; mIAP act: 1; APOBEC3G inh: -5; hIAP inh: -8; ATG4B inh: -4; beta cell repl: 0; MPTP block: 1.9; mIAP block: 0; hIAP act: 1.1

Returning to the listing with the 3 entries that preceded the break.
SMILES	A3A deaminase	mIAP act	APOBEC3G inh	hIAP inh	ATG4B inh	beta cell repl	MPTP block	mIAP block	hIAP act
Cc1nccn1CC(=O)N/N=C/c1cccs1	3	1	1	5	15	-3	1.8	-5	0.95
O=C(O)Cc1ccc(NCc2ccccc2Cl)cc1	-5	1.1	-12	1	1	2	0.3	-11	0.99
COc1cccc(/C=C2\SC(=S)N(CCCC(=O)N3CCCC3)C2=O)c1	0	0.88	-3	-29	-4	-4	0.3	12	1.3
CCOC(=O)Cc1csc(NC(=O)CSc2nnc(-c3ccncc3)n2Cc2ccco2)n1	-2	0.92	-2	11	-7	4	0.4	8	0.89
CC1=NNC(=O)C1CCC(=O)N/N=C/c1ccccc1 (configuration not stated)	-3	1.1	-5	-10	4	-1	0.3	-8	1.1
Cc1c(C2=CCN(S(=O)(=O)c3ccc(Br)cc3)CC2)c2ccccc2n1C	-3	0.88	-8	5	6	0	2.2	12	0.95
C/C(=N\NC(=O)C(=O)Nc1cc(Cl)ccc1Cl)c1ccncc1	0	0.98	-1	-14	4	0	0.6	2	1.1
Cc1ccc(SC(C)C(=O)NCc2cccnc2)cc1 (configuration not stated)	-1	0.97	0	-3	-8	-2	-1.5	2	1
Cc1nn(-c2ccccc2)c(C)c1/C=N/n1c(-c2ccc(C(C)(C)C)cc2)n[nH]c1=S	-4	0.94	-7	13	-1	-4	3.5	6	0.87
Cc1cc(C)cc(N(CC(=O)NCc2ccc3c(c2)OCO3)C(=O)CCC(=O)Nc2ccccn2)c1	-6	0.98	-9	-5	-13	3	0.3	2	1
COc1ccc2ccc(OCC(=O)N3c4ccccc4NC(=O)CC3C)cc2c1 (configuration not stated)	-1	1.1	-2	-6	4	-2	0.3	-14	1.1
Cc1cc(C)c(S(=O)(=O)N2CCCOC2CNC(=O)C(=O)NCCCn2ccnc2)c(C)c1 (configuration not stated)	-2	1	-7	1	-4	-2	-1.0	-1	0.99
O=C(N/N=C/c1ccccc1OCc1ccccc1Cl)c1cccnc1	-3	0.98	-10	13	-2	-3	-2.8	2	0.87
Cc1ccc(Nc2nc(Oc3ccc(=O)[nH]n3)nc(N(C)C)n2)cc1	1	1	-2	-40	-8	-3	-0.4	0	1.4
COC(=O)c1ccsc1NS(=O)(=O)c1ccccc1	-3	0.85	-6	-28	-3	3	-0.3	15	1.3
Cc1cccc(NC(=O)NCc2ccccn2)c1	-4	0.99	-7	-3	-8	-3	0.0	1	1
NC(=O)C1(N2CCCCC2)CCN(C(=S)Nc2cc(F)cc(F)c2)CC1	-4	0.88	-9	-21	9	0	9.8	12	1.2
CC(=O)Nc1ccc(S(=O)(=O)NCCC(=O)OCC(=O)c2cccc(Br)c2)cc1	5	1	-3	8	2	-3	2.1	-3	0.92
C/C(=N\Nc1nc2ccccc2[nH]1)c1ccc(Cl)s1	0	0.98	1	-6	1	-4	8.3	2	1.1
COc1ccc(-c2cc3ccc(O)cc3oc2=O)cc1OC	-4	0.99	-6	-23	-2	8	-0.5	1	1.2
CCCCN=C(C)C1=C(O)CSC1=O	0	1.2	-2	3	-2	-2	-0.5	-17	0.97
Nc1nc(SCC(=O)Nc2cccc(Oc3ccccc3)c2)n[nH]1	-1	0.91	-6	-8	4	1	7.1	9	1.1
O=C(O)C1C2CCCCC2=C2CCCCC2C1C(=O)O (configuration not stated)	-1	0.97	-5	8	5	2	3.6	3	0.92
COc1ccc(C2=NS(=O)(=O)N(C)C(C(=O)N3CCOCC3)=C2)cc1	2	1	3	9	-11	0	-2.3	0	0.91
O=S(=O)(/C=C/c1ccccc1)NCc1ccccc1Cl	-1	0.95	-12	9	31	0	0.3	5	0.91
CCNc1nc(Oc2ccc(C(=O)OCC)cc2)nc(SC)n1	0	0.98	-7	-12	-6	-2	2.9	2	1.1

High-throughput results as filed in PubChem BioAssay.
